Screening data deposited in PubChem by Sanford-Burnham Center for Chemical Genomics.
PfGluPho inh: PfG6PD enzyme inhibitors, primary screen, biochemical, fluorescence intensity, uHTS. glucose-6-phosphate dehydrogenase-6-phosphogluconolactonase (Plasmodium falciparum 3D7). PfGluPho enzyme, NADPH resazurin-diaphorase fluorescence. inhibition, % at 20 µM. hit rate 0.78% among 350,000. AID 504690, 2011;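 active = inhibition reaching at least a set limit at 20 µM in the primary screen, cut at about 59% in these data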;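 also: 0% = DMSO wells with substrate and 100% = DMSO wells lacking glucose-6-phosphate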
SENP6 inh: SENP6 protease inhibitors, primary screen, biochemical, luminescence, uHTS; hit rate 1.8% among 330,000; inhibition, % at 10 µM; Sentrin-specific protease 6 (Homo sapiens), Q9GZR1; Recombinant SENP6 catalytic domain, aminoluciferin luminescence; AID 2599, 2010;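 active = inhibition above about 50% at the single tested dose, limit read from the data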;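 also: plate controls were DMSO wells with enzyme for no effect and DMSO wells lacking enzyme for full effect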
Apaf-1 inh: inhibitors of human Apaf-1 apoptosome, primary screen, biochemical, DEVD-Rh110 fluorescence, uHTS; Apoptotic protease-activating factor 1 (Homo sapiens), O14727; reconstituted apoptosome caspase-3 activity; inhibition, % at 20 µM; hit rate 0.71% among 330,000; AID 489030, 2010; active = inhibition of at least 40% at 20 µM;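 also: plate controls were DMSO wells for no effect and DEVD-CHO caspase inhibitor wells for full effect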
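Assay system: Apoptosome proteins | Medium: pH 7.5 Hepes buffer with CHAPS, BSA, DTT | Also added: Cytochrome c and DEVD-Rh110 substrate | Times: 30 min plus 50 min, RT | Detection: Rhodamine 110 fluorescence at Ex 480/Em 540 nm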
SENP8 block-1: human SENP8 protease inhibitors, primary screen, biochemical, fluorescence, Nedd8 protein substrate, uHTS; Sentrin-specific protease 8 (Homo sapiens), Q96LD8; recombinant SENP8; inhibition, % at 20 µM; hit rate 0.64% among 360,000; AID 602440, 2012; in the data active = inhibition mostly above about 40%, no sharp cut-off; inactive = mostly below about 27%
Target sequence (Q96LD8 whole entry, looked up): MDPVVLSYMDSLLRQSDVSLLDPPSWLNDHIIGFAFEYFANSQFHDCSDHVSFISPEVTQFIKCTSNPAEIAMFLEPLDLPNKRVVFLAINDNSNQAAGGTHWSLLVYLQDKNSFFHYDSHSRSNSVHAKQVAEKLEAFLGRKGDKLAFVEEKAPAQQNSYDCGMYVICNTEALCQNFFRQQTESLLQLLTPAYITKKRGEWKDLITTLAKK
SENP1 inh: human SENP1 catalytic domain inhibitors, primary screen, biochemical, FRET, uHTS | Sentrin-specific protease 1 (Homo sapiens), Q9P0U3 | recombinant SENP1 catalytic domain, CyPet-SUMO1-YPet FRET cleavage | inhibition, % at 10 µM | hit rate 0.21% among 360,000;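 active = inhibition at least 30% at 10 µM, raw YFP signal under a set limit, fluorescence ratio 0.5 to 1.5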;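 also: 0% = enzyme with DMSO and 100% = no enzyme wells; some results filed as inactive read as strong as hits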
Target sequence (Q9P0U3 419-644 limits assumed): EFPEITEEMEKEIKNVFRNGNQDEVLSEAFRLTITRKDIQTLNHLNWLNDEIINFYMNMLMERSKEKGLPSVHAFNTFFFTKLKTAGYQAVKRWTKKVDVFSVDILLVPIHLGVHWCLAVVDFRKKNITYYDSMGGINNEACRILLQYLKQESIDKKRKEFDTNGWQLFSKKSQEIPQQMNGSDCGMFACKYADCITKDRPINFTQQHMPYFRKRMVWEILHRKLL
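Test system: hSENP1 catalytic domain, recombinant; Amount: 20 pM final SENP1 enzyme; Medium: Tris pH 8 buffer plus EDTA, NaCl, BME, BSA, NP40, catalase; Schedule: 50 min enzyme reaction, room temperature, light-protected; Technique: FRET fluorescence in CFP and YFP emission channels; Controls: no-enzyme wells low, DMSO-plus-enzyme wells high control.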
HKDC1 inhibitor: HKDC1 hexokinase inhibitors, primary screen, biochemical, fluorescence, uHTS. Q2TB90. recombinant HKDC1, G6PDH/diaphorase resazurin coupled fluorescence. inhibition, % at 20 µM. hit rate 0.16% among 340,000;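 active = inhibition above about 35% when tested at 20 µM, limit read from the data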;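 also: plate controls were DMSO wells with enzyme for no effect and DMSO wells lacking enzyme for full effect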
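Test system: recombinant HKDC1 (HK5) hexokinase enzyme, produced in-house / Doses: 20 µM test compound, 1% DMSO / Timing: 90 min, room temperature / Detection: G6PDH/diaphorase-coupled fluorescence, 1 mM NADP, 100 µM resazurin, 525/613 nm / Control set: DMSO wells with and without enzyme mix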
NLRP3 yeast inh: NALP3 inflammasome inhibitors in reconstituted yeast, primary screen, luminescence, uHTS | hit rate 0.39% among 330,000 | Yeast reconstituted NLRP3/ASC/caspase-1, beta-gal luminescence, 24 h | AID 2825, 2010 | inhibition, % at 10 µM;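 active = inhibition of 50% or more; inactive = inhibition below 50%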;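 also: plate controls were induced DMSO wells for no effect and uninduced yeast grown without galactose for full effect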
SENP8 block-2: SENP8 protease inhibitors, primary screen, biochemical, luminescence; AID 2540, 2010; inhibition, % at 10 µM; Sentrin-specific protease 8 (Homo sapiens), Q96LD8; hit rate 1.2% among 330,000; purified SENP8, Z-RLRGG-aminoluciferin cleavage; in the data active = inhibition above about 50%
SENP7 inh: SENP7 protease inhibitors, primary screen, biochemical, luminescence, uHTS; Sentrin-specific protease 7 (Homo sapiens), Q9BQF6; inhibition, % at 5 µM; recombinant SENP7, Z-RLRGG-aminoluciferin luminescence, 40 min; hit rate 1.5% among 330,000;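 active = inhibition above about 50% at the single test dose, limit read from the data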;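 also: plate controls were DMSO with enzyme for no effect and no enzyme buffer wells for full effect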
Target sequence (Q9BQF6 706-1050 limits assumed): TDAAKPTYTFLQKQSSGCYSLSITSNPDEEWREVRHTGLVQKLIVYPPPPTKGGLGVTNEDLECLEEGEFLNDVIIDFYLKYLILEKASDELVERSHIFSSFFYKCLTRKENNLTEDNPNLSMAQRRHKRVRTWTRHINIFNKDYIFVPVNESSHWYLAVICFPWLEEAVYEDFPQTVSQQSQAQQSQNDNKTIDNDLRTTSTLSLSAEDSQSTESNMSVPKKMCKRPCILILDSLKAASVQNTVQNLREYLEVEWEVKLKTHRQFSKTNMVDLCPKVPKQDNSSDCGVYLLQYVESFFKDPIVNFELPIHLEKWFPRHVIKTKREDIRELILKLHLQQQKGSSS
Starred values were filed as active, the others as inactive; i = inactive; . = not tested or not shown. Only part of the results is shown; rates above refer to the full screens.

SMILES | PfGluPho inh | SENP6 inh | Apaf-1 inh | SENP8 block-1 | SENP1 inh | HKDC1 inhibitor | NLRP3 yeast inh | SENP8 block-2 | SENP7 inh
CC(NC1CCCCC1)C(O)C12CC3CC(CC(C3)C1)C2 (stereo not drawn) | -3 | -10 | 1 | 15 | 2 | -9 | 13 | -11 | 2
COc1cc(/C=C2\C(=O)NC(=O)N(CCc3ccc(F)cc3)C2=O)ccc1O | -1 | 1 | 8 | 16 | -10 | 2 | 0 | -4 | -5
CC/C(=N\NC(=O)c1ccccc1)c1c(O)n(C2CCCCC2)c(=O)[nH]c1=O | -30 | -5 | -2 | -202 | -19 | -8 | -1 | 2 | 11
CC1([N+](=O)[O-])COP(=O)(NCc2cccnc2)OC1 (stereo not drawn) | 3 | . | . | 5 | 3 | -2 | . | . | .
CCCCP(=O)(O)CCC(=O)O | -24 | -6 | 6 | 6 | 2 | -11 | 24 | -1 | 7
COc1ccccc1Cn1c(SCC(=O)C(C)(C)C)nc2cc(C(=O)N3CCC4(CC3)OCCO4)ccc2c1=O | . | -4 | 10 | . | . | . | 3 | 1 | 4
O=C(Cc1ccccc1)OCCN1CCCCC1 | -15 | -15 | -9 | 12 | 2 | -1 | 9 | -5 | 0
CCCC(=O)Nc1cc(C(=O)N2CCC3(CC2)OCCO3)ccc1S(=O)(=O)c1ccc(C)cc1 | 2 | -15 | -17 | -5 | 0 | -8 | 5 | -4 | 9
CCCCNC(=O)NC(C(N)=O)P(=O)(OCC)OCC (stereo not drawn) | -17 | -32 | -7 | 26 | 0 | -1 | -8 | -8 | -6
CCCCCn1c(=O)c(C(=O)Nc2ccccc2Cl)c(O)c2ccccc21 | 18 | 10 | 4 | -188 | -2 | 2 | 9 | -1 | 5
Cc1cc(N2C(=O)CC(N3CCC(n4c(=O)[nH]c5ccccc54)CC3)C2=O)no1 (stereo not drawn) | -5 | 8 | 11 | 15 | 0 | -4 | 10 | 4 | -3
CN1C(=O)C(=Cc2ccccc2OS(=O)(=O)c2ccccc2)C(=O)N(C)C1=O | 9 | -15 | 0 | 8 | 0 | 3 | -28 | -3 | -2
Cc1ccc2nc(C)n(-c3ccc(F)cc3)c(=O)c2c1 | 6 | -15 | 9 | 0 | -2 | -4 | 2 | -10 | 0
O=[N+]([O-])c1ccc(Cl)c([N+](=O)[O-])c1 | -2 | 7 | 6 | 27 | 5 | 14 | 46 | 0 | 3
Cc1nn(Cc2ccccc2)c(C)c1C(=O)NCc1ccccc1F | 9 | -4 | -8 | -3 | -1 | 5 | 13 | 2 | 2
COc1ccc(-[n+]2c(-c3ccccc3)cc(-c3ccccc3)cc2-c2ccccc2)cc1 | -3 | 3 | 6 | . | . | -4 | 9 | -2 | 1
CCOC(=O)C1CCN(C(C)C(=O)c2c(C)[nH]c3cc(C)ccc23)CC1 (stereo not drawn) | 9 | -9 | 2 | 16 | -4 | -2 | 6 | 3 | 4
CC(=O)OC1(c2ccccc2)CCN(C)CC1(C)C (stereo not drawn) | 11 | -14 | -15 | 4 | -1 | -2 | 20 | -2 | 0
O=C(c1cc2c(s1)CCCCCC2)N1CCC2(CC1)OCCO2 | 3 | 3 | -7 | 12 | 2 | -5 | 16 | 0 | -7
COc1cc2c(cc1OC)C1[C@H]3C(=CC[C@H]1OC2O)CCN3C (stereo partly drawn) | -12 | -9 | 12 | -17 | 2 | -4 | -2 | 4 | 3
Cc1nn(-c2ccccc2)c(C)c1NC(=O)COC(=O)Cc1ccccc1 | -7 | 2 | -2 | 2 | 4 | -4 | 16 | 10 | 4
O=C(C1CCCN(S(=O)(=O)c2cccc3nsnc23)C1)N1CCC2(CC1)OCCO2 (stereo not drawn) | -5 | -5 | -1 | . | . | 0 | -16 | -2 | 3
COc1ccc(C(=O)N2CCCC2=O)cc1 | -5 | -16 | -8 | 4 | 1 | -8 | -11 | 8 | -9
COC(=O)Cn1cc(/C=C2\C(=O)NC(=O)N(c3ccc(OC)cc3)C2=O)c2ccccc21 | -2 | -16 | 6 | 17 | 10 | 12 | -19 | -15 | 2
Cn1cc(C(=O)N2CCOCC2)c2ccccc21 | -8 | -10 | 0 | -14 | 0 | 1 | 7 | -9 | -4
O=P(O)(Oc1ccccc1)OC(c1ccccc1)C(F)(F)C(F)(F)F (stereo not drawn) | 13 | 0 | 8 | 9 | 0 | 1 | 6 | 2 | 4
CCn1c(O)c(C(c2ccccn2)c2c(O)n(CC)c(=S)[nH]c2=O)c(=O)[nH]c1=S | 7 | -5 | 11 | -4 | -9 | -2 | 1 | -1 | -8
Cc1ccccc1NC(=O)Cc1nc(COC(=O)Cc2ccccc2)cs1 | 18 | -13 | 3 | -8 | -15 | -3 | 17 | 5 | -1
CCN1CC2([N+](=O)[O-])CC=C(Cl)C([N+](=O)[O-])(C1)C2 (stereo not drawn) | -13 | -4 | -9 | 12 | 0 | -4 | -4 | 2 | 7
O=C(NC1CCCCC1)[C@@H]1CC=C[C@@H]2CCN(Cc3ccccc3)C(=O)[C@@H]21 | -10 | 0 | 7 | -1 | 3 | -5 | 6 | -8 | -17
CN1CCN(/N=C/c2c(O)n(C)c(=O)n(C)c2=O)CC1 | 14 | -3 | -7 | 10 | 2 | -15 | 9 | 0 | 3
CC1CN(c2ccc([N+](=O)[O-])c(N3CCCCC3)c2)CCN1 (stereo not drawn) | 0 | -2 | 2 | 38 | 2 | -2 | 2 | -3 | -6
CCN1C(=O)C(=C2C=C(C)OC(C)=C2)C(=O)N(CC)C1=S | -9 | -4 | 4 | 20 | -37 | -12 | 26 | -10 | -3
O=C1CC=C2C3CC4N(CCC45c4ccccc4N1C25)CC3=CCO (stereo not drawn) | 5 | . | . | 9 | -1 | -4 | . | . | .
COC(=O)C1=C(c2cccc3c2S(=O)(=O)c2ccccc2-3)C[C@@H]2CC[C@H]1N2C(=O)N1CCOCC1 | 6 | 3 | 2 | 6 | -1 | -4 | 8 | -1 | 3
CCN(CC)CCN=Cc1c(O)n(CCC2=CCCCC2)c(=O)[nH]c1=O | -8 | -33 | 3 | 12 | -2 | -4 | 4 | -7 | -4
Cc1cccc(NC(=O)OC2CN3CCC2CC3)c1 (stereo not drawn) | -2 | -21 | 8 | 6 | 2 | 1 | -9 | -16 | -3
COc1cccc(CNCCc2c[nH]c3ccccc23)c1 | -3 | -19 | 3 | 18 | -2 | 3 | 4 | -7 | -5
CCn1nc(-c2cccs2)nc2c(=O)n(C)c(=O)nc1-2 | 107* | . | . | 80* | 44* | -31 | . | . | .
COc1ccc2c(c1)c(C(=O)C(C)N1CCCCC1)c(C)n2C (stereo not drawn) | -13 | -15 | -6 | 12 | 2 | -5 | 9 | -11 | -11
COC(=O)C1=C(c2ccc(-c3ccccc3)c(F)c2)C[C@@H]2CC[C@H]1N2C(=O)NCCOc1ccc(OC)cc1 | 13 | -5 | 18 | 30 | 1 | 2 | 14 | 17 | -4
ClCCOCOCCCl | -17 | -21 | 2 | -27 | -1 | 4 | 0 | 1 | 8
CCC(=O)N1N=C2C3CCN(CC3)C2C1c1ccccc1 (stereo not drawn) | -4 | -13 | -8 | 11 | -3 | -4 | 13 | 4 | -10
CC(=NCc1ccc2c(c1)OCO2)c1c(O)n(Cc2ccccc2)c(=O)[nH]c1=O | -3 | -2 | 5 | 20 | 1 | -2 | 25 | 1 | -9
CCN1C[C@]2(COC)CC[C@H](O)[C@@]34C5C[C@H]6[C@H](O)C5[C@](O)(C[C@H]6OC)[C@@H]([C@H](OC)C23)[C@@H]14 (stereo partly drawn) | -1 | . | 7 | 10 | 1 | -5 | . | . | .
Cc1cccc(N/N=C/c2c(O)[nH]c(=S)[nH]c2=O)c1 | 12 | 35 | -3 | 20 | 3 | -3 | 5 | 84* | 1
COC(=O)NC(=S)Nc1ccccc1NC(=S)NC(=O)OC | 9 | . | . | 3 | 1 | -1 | . | . | .
O=C(c1ccc(Br)cc1)C12CN3CN(CN(C3)C1)C2 | -5 | 18 | 2 | 2 | 0 | -9 | 8 | -3 | -3
O=C(c1csc2c1CCCCC2)N1CCC2(CC1)OCCO2 | -8 | -2 | -6 | 13 | 0 | 1 | 1 | -4 | -11
COc1cccc(CNCCc2cccc(F)c2)c1OC | -6 | 5 | -8 | 19 | 2 | 0 | 14 | -1 | 2
O=C(NCc1ccc(C(=O)N2CCC3(CC2)OCCO3)cc1)c1cccc(Br)c1 | -12 | 10 | -6 | 14 | 0 | -7 | 7 | 1 | -2
Cc1[nH]c2ccc(OC(F)(F)F)cc2c1CCNCc1ccc(Cl)cc1 | 19 | -7 | 19 | 15 | -2 | -1 | 27 | 4 | -4
COc1ccc2c(c1)c(CCN)c(C)n2Cc1ccccc1 | 10 | -3 | 13 | 16 | 4 | -4 | 17 | -3 | 2
COc1cc2c(cc1OC)-c1c3c(cc4c1[C@@H](C2)N(C)CC4)OCO3 | 46 | 78* | 98* | i | -1 | 21 | 35 | 32 | 46
Clc1ccc2c(c1)C(c1ccccc1Cl)=NCc1nncn1-2 | 3 | -18 | 3 | 21 | 2 | 2 | 16 | -4 | 1
CCOP(=O)(OCC)Oc1cc(C)c(N(C)C)c(C)c1 | 2 | . | . | 7 | 0 | 5 | . | . | .
CN(C)C(=O)Oc1c(Cl)cc(Cl)c2ccccc12 | -25 | -12 | -1 | 23 | 1 | 5 | -30 | -9 | 6

Complete entries, quoted from the list. Order of screens: PfGluPho inh | SENP6 inh | Apaf-1 inh | SENP8 block-1 | SENP1 inh | HKDC1 inhibitor | NLRP3 yeast inh | SENP8 block-2 | SENP7 inh
Clc1ccc2c(c1)C(c1ccccc1Cl)=NCc1nncn1-2 across the screens: 3 | -18 | 3 | 21 | 2 | 2 | 16 | -4 | 1
O=C(c1ccc(Br)cc1)C12CN3CN(CN(C3)C1)C2 across the screens: -5 | 18 | 2 | 2 | 0 | -9 | 8 | -3 | -3
COC(=O)C1=C(c2ccc(-c3ccccc3)c(F)c2)C[C@@H]2CC[C@H]1N2C(=O)NCCOc1ccc(OC)cc1 across the screens: 13 | -5 | 18 | 30 | 1 | 2 | 14 | 17 | -4
COC(=O)NC(=S)Nc1ccccc1NC(=S)NC(=O)OC across the screens: 9 | . | . | 3 | 1 | -1 | . | . | .
